D2 agonist: activates the human D2 dopamine receptor; HEK293 T-REx D2 cells, calcium flux agonist mode; activation, % at 2 µM; 340,000 tested, 0.53% active;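 active = activation over 3 SD above normal in the single-dose calcium agonist read, cut at about 30% in these data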; note: 0% is about no effect
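Agonism is scored from calcium flux in a force-coupled, inducible HEK293 cell line expressing D2, read kinetically for 180 s after compound addition against dopamine controls.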
D1 antag: human D1 dopamine receptor antagonism; HEK293 TREx D1 cells, calcium flux, dopamine EC80; stronger effect = lower value; 360,000 tested, 3.2% active; P21728; activity change, negative = inhibition, % at 10 µM; in the data active = activity change below about -30%; note: % is set by controls: 0 for no effect and ±100 for the full control effect
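Inducible Hek293 Trex D1 cells (tetracycline, overnight, 30 C). Calcium dye 30–90 min RT. Antagonist mode: EC80 dopamine added after 180 s compound read.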
TRHR agonist: TRH receptor (human) agonism; P34981; 360,000 tested, 0.18% active; AID 493084; TRHR cells, calcium flux fluo-8, FDSS agonist mode; activation, % at 2 µM; note: 0% is about no effect
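Read-out: compound-evoked intracellular calcium rise in TRHR cells, fluo-8 dye, kinetic FDSS fluorescence at 1 s/cycle following a 10-cycle baseline. Cells cultured overnight before dye loading (30 min–1.5 h, RT).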
RXFP1 antagonist: RXFP1 (human) relaxin receptor antagonism; HEK293-RXFP1, relaxin-stimulated cAMP HTRF, 30 min; stronger effect = lower value; activity change, negative = inhibition, % at 57.5 µM; 350,000 tested, 0.59% active; AID 1259400;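 active = activity change of -60% or lower, but not beyond a set lower limit; inconclusive = change between -60% and -40%, or beyond the set limit; inactive = change above -40%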; note: % is set by controls: 0 for no effect and ±100 for the full control effect
Target sequence (Q9HBX9 whole entry, looked up): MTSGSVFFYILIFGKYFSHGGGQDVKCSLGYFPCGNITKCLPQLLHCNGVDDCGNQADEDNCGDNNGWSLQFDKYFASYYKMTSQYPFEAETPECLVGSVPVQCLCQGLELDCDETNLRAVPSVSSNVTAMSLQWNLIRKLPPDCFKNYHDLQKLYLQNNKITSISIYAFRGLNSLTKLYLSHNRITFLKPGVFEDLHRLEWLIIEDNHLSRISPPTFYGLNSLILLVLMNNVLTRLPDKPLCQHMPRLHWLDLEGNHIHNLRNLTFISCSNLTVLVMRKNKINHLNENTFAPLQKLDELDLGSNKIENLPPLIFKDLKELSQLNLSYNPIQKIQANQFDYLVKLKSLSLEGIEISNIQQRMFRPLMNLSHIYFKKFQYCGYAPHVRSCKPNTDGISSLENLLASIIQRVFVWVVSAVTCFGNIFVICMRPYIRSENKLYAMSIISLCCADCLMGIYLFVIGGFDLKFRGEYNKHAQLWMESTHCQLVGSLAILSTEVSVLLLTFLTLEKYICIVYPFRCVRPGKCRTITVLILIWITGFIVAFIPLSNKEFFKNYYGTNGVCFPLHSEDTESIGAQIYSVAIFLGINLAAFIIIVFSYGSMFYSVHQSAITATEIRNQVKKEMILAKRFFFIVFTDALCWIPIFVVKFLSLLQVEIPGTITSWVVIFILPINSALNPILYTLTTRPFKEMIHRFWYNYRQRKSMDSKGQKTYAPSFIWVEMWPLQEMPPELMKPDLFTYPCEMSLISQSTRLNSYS
D1 agonist: agonists of human D1 dopamine receptor. P21728. HEK293 T-REx D1 cells, calcium flux, agonist mode. 360,000 tested, 1% active. activation, % at 2 µM; note: 0% is about no effect
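Inducible HEK293 T-REx D1 cells, force-coupled to calcium signalling, were plated at 4000 cells/well with tetracycline and held overnight at 30 C. After no-wash calcium dye loading, compound-evoked calcium rise over 180 s flagged agonists.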
D1 potentiator: enhances dopamine response at the human D1 receptor | HEK293 TREx D1 cells, calcium flux, dopamine EC20 potentiation | 360,000 tested, 0.036% active | potentiation, % at 10 µM; in the data active = potentiation above about 30%; note: 0% is about no effect
D2 PAM: positively modulates the human D2 dopamine receptor allosterically. P14416. HEK293 T-REx D2, calcium flux, EC20 dopamine potentiation. potentiation, % at 10 µM. 340,000 tested, 0.34% active. AID 485347;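 active = potentiation over 3 SD above the plate norm, cut at about 30% in these data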; note: 0% is about no effect
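Tetracycline-induced Hek293 Trex D2 cells, force-coupled to calcium, loaded with no-wash calcium dye. Compound added with 180 s kinetic read for agonism, then EC20 dopamine and a further 180 s read for potentiation.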
TRHR enhancer: TRH receptor (human) allosteric enhancement; AID 493056; enhancement, % at 2 µM; 360,000 tested, 0.66% active; TRHR cells, fluo-8 calcium fluorescence, EC20 TRH enhancement; P34981; in the data active = enhancement above about 30%; note: 0% is about no effect
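TRHR-expressing cells loaded with fluo-8 calcium dye were read kinetically (ex 480/em 530) during compound addition, then stimulated with an EC20 of TRH (10 nM final). Enhancement of the Gq-mediated intracellular calcium response was scored.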
D2 antagonist: D2 dopamine receptor (human) antagonism | P14416 | HEK293 TREx D2 cells, calcium flux, dopamine EC80 | inhibition, % at 10 µM | 340,000 tested, 2% active; in the data active = inhibition above about 30%; note: 0% is about no effect
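Overnight-induced (tetracycline, 30 C) HEK293 T-REx cells carrying force-coupled D2 receive a no-wash calcium dye, then compound, then EC80 dopamine at 180 s; signals are read kinetically throughout.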
* hit, by the source's call; ? = inconclusive; . = not tested or not shown; & = joins results of further samples. Cut-off read from the data, not from the text of the source, unless noted: active = activation above about 30%; inactive = the rest. An unsorted share of the library; about 7.1% have a hit in one of these screens.

Value order: D2 agonist	D1 antag	TRHR agonist	RXFP1 antagonist	D1 agonist	D1 potentiator	D2 PAM	TRHR enhancer	D2 antagonist
> Cc1cccc(N(C(=O)Cn2nnc3ccccc32)C(C(=O)NCc2ccco2)c2ccncc2)c1C (stereo not drawn)
→ 0.2	-3	0.3	0	-1	12	0	1	2
> CCCNC(=O)NCCc1ccncc1
→ -0.1	.	0.2	6	-1	-2	-4	3	-5
> CC1CN=C(N(C(=S)Nc2ccccc2)c2cccc(C(F)(F)F)c2)S1 (stereo not drawn)
→ .	0	0.7	5	24	-4	.	1	.
> O=C(O)CCC(=O)OC1CC2CCC1C2 (stereo not drawn)
→ 0.6	2	1.7	-14	6	-1	2	-1	21
> COC(=O)c1ccc(-c2ccc(/C=N/NC(=O)Cc3nnc(N)s3)o2)cc1
→ .	-24	0.2	-1	3	-17	.	-1	.
> Cc1ccccc1Nc1sc(C(=O)Nc2cccc(Cl)c2)c(N)c1C(N)=O
→ 0.2	11	0.3	?	3	-2	-4	-3	22
> CC(C)Nc1ncnc2c1cnn2Cc1ccccc1Cl
→ 0.2	-11	-1.0	11	-1	-1	1	-4	0
> COc1cc(/C=N/NC(=O)C2c3ccccc3Oc3ccccc32)ccc1O
→ 0.5	-6	-0.2	-12	9	7	2	5	10
> O=C(CSc1nc(-c2ccccc2)cc(=O)[nH]1)Nc1ccc(Br)cc1
→ -0.3	-8	-1.0	24	3	-6	7	11	6
> O=[N+]([O-])c1ccc(Cl)cc1Sc1ccccn1
→ 2.6	2	0.1	3	3	-2	-5	-3	15
> COc1ccc(CCNC(=O)CSc2nnc3ccccn23)cc1
→ 0.6	2	-0.3	-19	0	-2	5	1	-26
> Cc1cc(/C=N/Nc2ccc([N+](=O)[O-])cn2)c(C)n1-c1ccccc1
→ -1.4	.	2.5	.	3	-2	-6	0	-1
> COc1ccc(C(=O)N2CCCC(CCC(=O)NCc3ccc(F)c(F)c3)C2)cc1F (stereo not drawn)
→ -0.6	0	-0.1	-6	0	-2	0	-6	6
> CCOCCCNC(=O)Cn1cnc2c(cnn2-c2ccc(F)cc2)c1=O
→ 1.0	-1	0.3	-2	1	0	-3	14	8
> CC(C)NC(=O)c1ccccc1NC(=O)/C=C/c1ccc([N+](=O)[O-])cc1
→ 0.2	-4	-0.2	11	2	-6	-6	-5	-1
> CCOC(=O)c1c(NC(=O)c2cc3ccccc3c(=O)o2)sc2c1CCCC2
→ 0.2	3	-0.1	.	0	-4	-7	-4	.
> CCOC(=O)c1cnn(-c2ccc(OC)cc2)c1C1CCN(C(=O)OC(C)(C)C)CC1
→ 0.2	-10	-0.7	.	-1	-1	5	-11	.
> COc1cccc(NC(=O)Cc2nnc(SCC(=O)NC3CCCCC3)n2C)c1
→ 0.3	17	-1.7	-9	5	.	2	12	0
> Cc1ccccc1CCN1CCCC(CN(C)C(=O)c2ccc3ncccc3c2)C1 (stereo not drawn)
→ 0.0	-1	0.2	9	1	-2	-3	-10	-10
> Cc1ccccc1CNC(=O)c1ccccc1NC(=O)c1nsc2ccccc12
→ .	7	0.4	-13	4	2	10	3	.
> Cc1ccccc1C(=O)NC(=S)Nc1ccc(S(=O)(=O)N(C)c2ccccc2)cc1
→ 0.0	3	-0.6	2	5	8	1	3	9
> CCCCOC(=O)c1ccc(-n2nnc3c(sc4nc(C)cc(C)c43)c2=O)cc1
→ 0.0	0	0.7	-1	1	-4	1	3	.
> CCCOc1ccc(Cn2c(=O)oc3ccc(C)cc32)cc1OC
→ .	-29	-0.1	-19	7	-8	.	0	.
> COCCN1CN(S(=O)(=O)c2ccc(Cl)cc2)c2nc3ccccc3nc21
→ -0.4	-1	0.0	-5	0	0	-3	0	-16
> Cc1c(Cc2ccccc2)sc(/N=C/c2c(O)ccc3ccccc23)c1C(N)=O
→ 1.3	-15	0.5	-22	3	-3	-9	0	-7
> CC(=O)N1CCc2cc(S(=O)(=O)NC(CC(C)C)C(=O)NCCc3cccc(C)c3)ccc21 (stereo not drawn)
→ 0.4	-11	0.0	-1	1	-2	-8	8	.
> Cc1nc2c(-c3ccccc3)c(C)nn2c(N)c1-c1ccccc1
→ 0.4	1	0.9	-13	0	-2	-5	1	-19
> O=C(Cn1cnc2c(cnn2-c2ccccc2Cl)c1=O)N1CCc2ccccc21
→ 0.6	-4	-0.2	-7	1	-3	5	4	5
> CCCCOC(=O)NC1CCS(=O)(=O)C1 (stereo not drawn)
→ -0.8	8	0.4	-7	2	-5	4	-3	-5
> CCOc1ncccc1C(=O)Nc1ccc(C)cn1
→ -0.6	0	3.5	6	2	-6	-2	-3	-4
> Cc1ccc(NC(=O)Cn2nnc(C(=O)NCCc3ccccc3)c2N)cc1
→ -0.3	4	0.1	-6	2	0	0	7	.
> CCSc1nnc(NC(=O)c2cc(C)oc2C)s1
→ -0.1	8	0.8	-2	1	-11	-1	3	5
> Fc1ccc(NC(=S)N2N=CCC2c2ccccc2)cc1 (stereo not drawn)
→ 0.7	-2	-0.7	2	77*	-4	9	6	-16
> Cn1nc(C(F)(F)F)cc1C(=O)NC1CCCCCC1
→ 0.4	-12	-0.1	-11	-1	-1	14	3	-1
> O=C1C2ON(c3ccccc3)C(c3cccnc3)C2C(=O)N1c1ccc(Cl)c(Cl)c1 (stereo not drawn)
→ 0.2	-20	-0.1	-2	3	-9	2	-9	-8
> CC(C)(C)OC(=O)N1CCC(C(=O)N[C@H](C(=O)O)c2ccccc2)(c2ccccc2)CC1
→ 0.3	5	0.4	13	4	-5	4	-2	2
> CCOC(=O)c1[nH]ncc1CN1CCCC(C(=O)c2cc(Cl)ccc2OC)C1 (stereo not drawn)
→ 0.7	7	1.0	0	17	-5	-27	-3	73*
> CCN(CC)CCn1c(=N)n(CC(=O)c2ccc(Br)s2)c2ccccc21
→ .	-12	0.5	-25	13	-12	-20	19	.
> CCOC(=O)c1c(S(=O)(=O)NCC(=O)Nc2ccccc2)c(C)n(C)c1C
→ -0.2	-15	-0.3	6	0	1	0	-6	14
> CCOc1ccc(Br)cc1S(=O)(=O)Nc1cccc(S(=O)(=O)NC2=NCCC2)c1
→ 0.0	-1	-0.3	0	0	0	-5	-5	8

An excerpt from above, reduced to RXFP1 antagonist and D1 agonist:
canonical_smiles	RXFP1 antagonist	D1 agonist
CCCCOC(=O)NC1CCS(=O)(=O)C1 (stereo not drawn)	-7	2
CCOc1ncccc1C(=O)Nc1ccc(C)cn1	6	2

Following part:
Value order: D2 agonist	D1 antag	TRHR agonist	RXFP1 antagonist	D1 agonist	D1 potentiator	D2 PAM	TRHR enhancer	D2 antagonist
> CCOc1c(Cl)cc(CNCC(O)c2ccccc2)cc1OC (stereo not drawn)
→ -0.4	5	1.2	-2	22	-4	-6	-4	-5
> COc1ccc(CC(=O)Nc2ccc(C(=O)Nc3nccs3)cc2)cc1OC
→ 1.7	-5	0.2	-25	3	2	11	8	-4
> S=C(NNC(=S)Nc1ccccc1)Nc1ccccc1
→ 0.5	-27	-0.5	-16	3	-4	-2	-1	-14
> CCOC(=O)c1ccc(CN(Cc2ccccc2)S(=O)(=O)c2ccc(C)cc2)cc1
→ 0.2	-17	-0.1	-7	12	0	6	-3	.
> CCOC(=O)C1CCN(C(=O)/C=C/c2ccccc2OC)CC1
→ -0.3	0	-0.7	-10	1	-1	-1	3	8
> CCOc1ccc(C2c3c(oc4ccccc4c3=O)C(=O)N2CCCN2CCOCC2)cc1 (stereo not drawn)
→ -0.3	17	-0.1	-28	0	3	27	-2	-4
> COC(=O)c1c(NC(=O)C(=O)NCC2CCCO2)sc2c1CC(C)(C)OC2 (stereo not drawn)
→ -0.1	2	0.6	1	4	-7	-13	0	36*
> C/C(=N/NC(=O)CSc1nc2ccccc2n1C)c1ccco1
→ -0.3	-12	-0.3	-24	2	-3	11	-4	-3
> Cc1ccc(NC(=O)c2sccc2-n2cccc2)c(Cl)c1
→ -0.2	0	0.5	-15	2	0	-2	1	1
> O=C(c1cccs1)N(Cc1ccco1)Cc1cc2ccccc2[nH]c1=O
→ 1.0	-12	0.1	1	1	-13	-22	-24	60*
> CCc1cccc(C)c1NC(=O)CSc1nc2ccncc2[nH]1
→ -0.2&-1.2	-27&15	0.2&-0.6	-6&0	1&-3	-4&-3	17&6	1&14	3
> CC(C)Oc1ccc(C(=O)Nc2nonc2-c2ccc(OC(C)C)cc2)cc1
→ 0.4	3	1.7	-6	5	1	2	0	.
> CC(=O)N1N=C(C)CC1c1ccc(OCc2ccccc2)cc1 (stereo not drawn)
→ 0.0	-6	0.3	7	2	-7	-5	0	-4
> O=S(=O)(Nc1ccc(-c2ccc3nncn3n2)cc1)c1cc(F)ccc1F
→ 0.6	9	0.0	-11	2	2	12	3	-5
> NS(=O)(=O)OCc1ccc(C(F)(F)F)cc1
→ -0.5	-7	-0.5	.	1	-5	1	-6	11
> COc1ccc(CCN(C)C2CCCN(C(=O)CCSC)C2)cc1OC (stereo not drawn)
→ -0.1	27	0.3	-4	-2	-3	-15	-4	5
> CCc1cccc(NC(=O)C(c2ccccc2)N2Cc3ccccc3C2=O)c1 (stereo not drawn)
→ 1.0	1	1.4	4	3	5	4	4	.
> N#CC(c1ccc(Cl)nn1)c1ccccc1Cl (stereo not drawn)
→ 1.2	-11	0.2	-28	3	4	0	3	-4
> COc1cccc(CN2C(=O)CN(C3CCCCC3)C(=O)C2c2ccc(OC)c(OC)c2)c1 (stereo not drawn)
→ -0.9	-2	-1.4	-4	-4	2	25	2	.
> Cn1c(SCC(=O)Nc2ccc(Cl)cc2F)nnc1-c1ccco1
→ -2.2	2	-2.3	-26	3	-18	-12	-4	40*
> COc1ccc(C2C(C#N)=C(C)NC3=C2C(=O)c2ccccc23)cc1 (stereo not drawn)
→ -0.1	1	0.3	5	1	5	-6	-1	-3
> CCCCNC(=O)c1ccccc1NC(=O)c1ccc2c(c1)OCO2
→ 0.1	1	0.4	-2	0	-9	6	-9	2
> COC(=O)c1ccccc1NC(=O)c1c(O)c2c([nH]c1=O)CCCC2
→ -0.7	-5	-0.1	7	1	-7	-11	-7	14
> CCCc1nnc(SCC(=O)N2CCCC(C)C2)n1CCCOC (stereo not drawn)
→ .	-18	0.1	4	2	-6	-5	-2	.
> Nn1c(SCC(=O)N2CCOCC2)nnc1-c1cccnc1
→ .	3	0.3	-6	1	2	.	-3	.
> O=C(Nc1nccs1)c1cccnc1
→ 0.5	19	0.0	-4	4	3	-7	-2	12

Among those listed so far, these have a CF3 group.
Value order: D2 agonist	D1 antag	TRHR agonist	RXFP1 antagonist	D1 agonist	D1 potentiator	D2 PAM	TRHR enhancer	D2 antagonist
> CC1CN=C(N(C(=S)Nc2ccccc2)c2cccc(C(F)(F)F)c2)S1 (stereo not drawn)
→ .	0	0.7	5	24	-4	.	1	.
> Cn1nc(C(F)(F)F)cc1C(=O)NC1CCCCCC1
→ 0.4	-12	-0.1	-11	-1	-1	14	3	-1
> NS(=O)(=O)OCc1ccc(C(F)(F)F)cc1
→ -0.5	-7	-0.5	.	1	-5	1	-6	11

Source: PubChem BioAssay (National Center for Advancing Translational Sciences (NCATS))
